High-throughput results deposited in PubChem by National Center for Advancing Translational Sciences (NCATS).
ALOX12 inhib: 12-hLO (ALOX12) enzyme inhibition; P18054; purified 12-hLO, xylenol orange hydroperoxide absorbance; Potency, µM (doses to about 57.1 µM), for inactives: top-dose activity change, negative = inhibition, usual class: inhibitors; 150,000 tested, 0.12% active; AID 1452; note: potency is the fitted concentration of half-maximal effect; nearly all actives have a fitted effect of over 55% in size; many of its hits are not listed in these tables
Target sequence (P18054 whole entry, looked up): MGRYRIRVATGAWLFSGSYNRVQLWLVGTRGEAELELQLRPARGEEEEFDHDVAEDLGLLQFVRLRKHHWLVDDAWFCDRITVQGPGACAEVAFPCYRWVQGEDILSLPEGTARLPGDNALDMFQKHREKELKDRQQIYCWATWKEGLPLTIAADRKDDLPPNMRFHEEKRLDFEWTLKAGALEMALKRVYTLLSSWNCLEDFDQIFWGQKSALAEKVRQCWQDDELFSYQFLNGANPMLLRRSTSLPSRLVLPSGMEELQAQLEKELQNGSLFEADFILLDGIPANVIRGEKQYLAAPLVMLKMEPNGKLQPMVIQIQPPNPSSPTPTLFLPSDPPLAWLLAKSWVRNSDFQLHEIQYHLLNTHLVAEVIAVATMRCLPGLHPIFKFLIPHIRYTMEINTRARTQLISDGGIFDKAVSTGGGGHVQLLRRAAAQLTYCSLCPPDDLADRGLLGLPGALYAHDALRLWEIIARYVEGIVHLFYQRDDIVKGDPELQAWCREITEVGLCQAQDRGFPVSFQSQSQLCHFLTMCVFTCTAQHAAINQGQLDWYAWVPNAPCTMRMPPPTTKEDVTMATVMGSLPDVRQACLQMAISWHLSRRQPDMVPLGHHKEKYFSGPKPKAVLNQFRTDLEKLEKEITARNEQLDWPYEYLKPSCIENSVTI
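150 nM 12hLO, 25 mM Hepes pH 7.0 + 0.01% Triton X-100; cpd preinc 15 min RT; 40 uM arachidonic acid, 30 min RT; Fe-XO 30 min; A573/A405 ratio as read-out.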
15-hLO-2 inh: blocks human 15-lipoxygenase 2 activity; O15296; purified 15hLO-2, xylenol orange hydroperoxide absorbance; Potency, µM (doses to about 57.1 µM), for inactives: at the highest dose activity change, negative = inhibition, hits mostly inhibitors; 110,000 tested, 0.56% active; AID 881; note: potency is the fitted concentration of half-maximal effect; nearly all actives have a fitted effect of over 60% in size; many of its hits are not listed in these tables
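Read-out: hydroperoxide product oxidises ferrous iron, measured as xylenol orange complex via the 573-to-405 nm absorbance ratio after 30 min. Reaction: 50 nM enzyme, 15 min compound preincubation, 45 uM arachidonic acid, 90 min RT, Hepes pH 7.5 with Triton X-100.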
IMPase cell inh: cell-permeable inhibitors of inositol monophosphatase (IMPase). CHO-M1 cells, IP1 accumulation, HTRF TR-FRET ratio. 120,000 tested, under 10 active. inhibition (IP1 accumulation), % at 46.1 µM. P97697; active = well fitted curve in the direction sought with a large enough effect in the signal ratio, not every such curve was filed as active; inconclusive = small, poorly fitted or top-dose-only effect, or a change in a side signal; inactive = no such curve, though single readings can be large or run the other way; the % refers to the signal ratio;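 note: cells stimulated with carbachol in lithium chloride buffer; plate controls were DMSO basal wells for no effect and reference inhibitor wells for full effect; higher means more IMPase inhibition seen as more IP1 and lower FRET ratio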
Target sequence (P97697 whole entry, looked up): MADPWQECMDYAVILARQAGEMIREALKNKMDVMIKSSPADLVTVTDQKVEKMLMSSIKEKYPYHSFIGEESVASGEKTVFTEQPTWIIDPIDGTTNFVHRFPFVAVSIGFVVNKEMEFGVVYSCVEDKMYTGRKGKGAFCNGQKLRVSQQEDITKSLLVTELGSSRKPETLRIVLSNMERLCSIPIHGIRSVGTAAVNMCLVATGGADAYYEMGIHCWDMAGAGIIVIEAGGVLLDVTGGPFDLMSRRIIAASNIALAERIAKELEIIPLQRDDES
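CHO-M1, 2000 cells/well, cultured 16–30 h; cpd up to 46 uM; carbachol (50 uM solution, stimulation buffer w/ 50 mM LiCl, pH 7.4), 30 min 37C; IP-One TR-FRET, 10 min RT; Ex 320/Em 665, 620; Hill-fit AC50.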
PNC assembly inh: blocks assembly of the perinucleolar compartment; AID 2417; PC3M PTB-GFP, PNC prevalence imaging, 16 h; active compounds read low; activity change (PNC), negative = inhibition, % at 10 µM; 140,000 tested, 3.1% active;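 active = readout at or below -70, meaning at least 70% loss of cells showing the perinucleolar compartment, a nuclear body marking cancer cells; inconclusive = readout between -30 and a set limit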;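 note: plate controls were DMSO wells for no effect and camptothecin positive control wells for full effect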
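Compounds are pinned in duplicate onto adhered PC3M cells stably expressing GFP-tagged PTB and incubated 16 h at 37 C. Cells are then fixed, nuclei stained with Hoechst, and PNC-positive cells counted.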
Active calls of the source: *; ? = inconclusive; . = no result given; & = joins results of further samples; [ ] = remark or other dose. Unless noted, calls come from the whole dose curve; as a rule, active = well fitted curve in the direction sought with a large enough effect; inconclusive = small, poorly fitted or top-dose-only effect, or another doubt; inactive = no such curve, though single readings can be large; an effect the other way counts as inactive or inconclusive. Unless noted, % is set by controls: 0 for no effect and ±100 for the full control effect.

Below each SMILES – IMPase cell inh	PNC assembly inh	15-hLO-2 inh	ALOX12 inhib
CCC(c1nnc(SCCNCCO)n1CCN1CCOCC1)N(C)C (configuration not stated)
    -2.0	5.9	2.9%	-0.8%
COc1cc(CC(=O)N/N=C/c2ccccc2)c([N+](=O)[O-])cc1OC
    0.8	12.2	.	16.8%
CCc1ccc(C(=O)N/N=C/c2ccc(Cl)cc2Cl)nc1
    2.5	-2.7	.	-4.1%
O=C(CCc1ccccc1)N1CCN(CCO)CC1
    2.4	-89.1*	6.0%	7.4%
CCOC(=O)c1ccc(S(=O)(=O)NNC(=O)COc2ccc(C)cc2)cc1
    .	?	.	-1.8%
CC(=O)Nc1cccc(-c2csc(Nc3ccccn3)n2)c1
    7.3	30.8	14.0%	-1.9%
CCc1nnc(NC(=O)c2ccc(Cl)c(S(=O)(=O)N3CCc4ccccc4C3)c2)s1
    .	-0.5	.	1.2%
CC(OC(=O)c1nsc(Cl)c1Cl)C(=O)NCc1ccco1 (configuration not stated)
    9.0	-7.8	-1.3%	-0.1%
O=C(NC1CCN(C(=O)N2c3ccccc3Sc3ccccc32)CC1)c1ccccc1F
    -0.9	-9.1	15.8µM*	?
Cc1cccc(NC(=O)CN2CCN(CC(=O)Nc3cccc(C)c3)CC2)c1
    -0.5	?	-10.6%	-5.0%
CCNC(=S)N1CCN(S(=O)(=O)c2cccc(C(F)(F)F)c2)CC1
    .	3.0	.	-3.0%
CC(C)(C)Cc1nnc(NS(=O)(=O)c2ccc(F)cc2)s1
    8.0	-82.5*	-1.2%	-3.7%
Cn1nc(-c2ccc(C(=O)NCC3CCCO3)cc2)c2ccccc2c1=O (configuration not stated)
    1.1	22.9	-3.7%	1.2%
O=c1n(CC2CO2)c(=O)n(CC2CO2)c(=O)n1CC1CO1 (configuration not stated)
    .	.	-3.0%	-2.3%
Cc1cccc(CN2CCN(C(c3ccccc3)c3ccc(Cl)cc3)CC2)c1 (configuration not stated)
    .	-1.3	53.6%[activator]	-5.2%&-15.3%
COC(=O)NNC(=O)CCCOc1ccc(Cl)cc1Cl
    .	-28.9	.	-1.1%
Cc1cc(=O)oc2cc(Oc3ncccn3)ccc12
    5.9	16.9	-2.8%	3.1%
COc1ccc(CCNC(=O)COC(=O)c2ccc[nH]c2=O)cc1
    2.2	6.1	-3.8%	3.7%
C=CCN1C(=O)/C(=C2\SC(N3CCOCC3)=NC2=O)c2cc(Br)ccc21
    -2.8	-27.8	-3.5%	0.7%
O=C(CCCn1c(=O)[nH]c2ccsc2c1=O)N1CCCCC1
    -4.4	?	7.5%	-3.8%
COc1cc(CNCc2cccs2)ccc1OCc1ccccc1
    15.7	-17.8	22.6%	-1.8%
COc1ccc(Nc2nc(CC(C)=O)ns2)cc1
    -5.6	21.7	.	-5.7%
Cc1ccc(CNC(=O)CSc2nc(N3CCCCC3)nc(N3CCCCC3)n2)cc1
    4.3	0.9	9.8%	5.7%
CCCc1nnc(NC(=O)CCC(=O)NCCc2ccc(OC)c(OC)c2)s1
    -3.6	?	.	-1.8%
CC(NC(=O)NC1CCCCC1)C(c1cccs1)N1CCN(c2ccccc2)CC1 (configuration not stated)
    2.4	-6.5	0.0%	-5.6%
COc1ccc(-n2c(=O)cc(N3CCN(c4ccccc4OC)CC3)[nH]c2=O)cc1
    4.8	47.8	-2.5%	5.4%
Cc1cc(C)n2nc(-c3cccnc3)nc2n1
    5.3	?	-1.2%	-1.5%
O=C(CSCc1ccccc1Cl)NN=C1CCCCCC1
    1.2[1.84 µM]	?	-4.7%[11.4 µM]	-0.9%
Cc1ccccc1NCCNc1ccccc1C
    5.1	19.7	-2.1%	3.3%
CCN(CC)CCNC(=O)c1c(C)oc2cc(Br)c(OC)cc12
    0.8	-16.1	17.9%	-0.7%
O=C(c1ccc(Cl)cc1)N1CCN=C1c1ccccc1
    .	-9.2	.	0.7%
Nc1nnnn1/N=C/c1cccc(OCc2ccccc2Cl)c1
    ?	-23.6	.	-6.4%
CCOC(=O)N1CCN(C(=O)Cn2ncn3nc(-c4cccs4)cc3c2=O)CC1
    -4.0	-19.0	2.7%	6.0%
COCCn1nnnc1CN(CCc1ccc(OC)c(OC)c1)Cc1cc2ccc(C)cc2[nH]c1=O
    5.6	18.6	-1.5%	-6.3%
CS(=O)(=O)N(CC(N)=O)c1ccc(F)c(Cl)c1
    -8.3[1.84 µM]	13.1	1.4%[11.4 µM]	1.0%
Nc1cc(Cl)c(NC2=NCCN2)c(Cl)c1
    1.3	.	6.8%	-5.7%
CC(=O)N1CCN(CC(=O)Nc2c(Cl)cccc2Cl)CC1
    -2.9	1.5	-15.7%	-7.1%
CC1(C)CC(=O)c2cc(O)ccc2O1
    .	34.8	.	0.4%
Cc1cc(=O)oc(C)c1C(=O)NCCCN1CCN(c2ccc(F)cc2)CC1
    8.2	72.5	25.1%	-6.2%
COc1ccc(/C=C/C(=O)NC(C)CCc2ccccc2)cc1 (configuration not stated)
    .	12.8	.	1.2%
Cc1cccc(N/C=C/c2onc(C)c2[N+](=O)[O-])c1
    7.7	?	4.0%	-5.8%
Cc1oc(C)c(C(N)=O)c1C(N)=O
    1.7	4.0	4.5%	-2.6%
Cc1ccn2cc(CCNC(=O)c3ccc(Br)o3)nc2c1
    -2.6	?	7.1%	-2.8%
CCCCC(=O)Nc1ccc2c(c1)OCCO2
    -1.0	-8.4	2.8%	-0.3%
C(=C\c1ccccc1)/CN1CCN(Cc2ccc3c(c2)OCCO3)CC1
    10.2	?	5.2%	6.1%
COc1ccccc1CN(CC(=O)NCc1ccc2c(c1)OCO2)C(=O)c1ccc2c(c1)OCCO2
    19.4	46.4	.	-10.7%
Cc1cc(NC(=O)Cn2nc(C(F)(F)F)c3c2CCC3)n(-c2ccccc2)n1
    0.9	34.3	-0.9%	-6.7%
CCCCOc1ccccc1NC(=O)CC1Nc2ccccc2NC1=O (configuration not stated)
    -2.5	12.8	?	-24.0%
Cc1nn(Cc2ccccc2Cl)c(C)c1C(=O)NCc1ccco1
    8.2	28.0	3.7%	-1.3%
S=C(CSc1ccccc1)Nc1cccc2ccccc12
    .	.	-15.1%[11.4 µM]	-9.2%[11.4 µM]
O=C(CN1C(=O)COc2ccc(Cl)cc21)Nc1ccc2c(c1)OCCO2
    8.4	-13.6	-3.7%	-0.9%
CCc1nnc(NCn2nc(C)cc2C)s1
    17.3	-11.5	7.2%	-6.4%
Cc1c(NC(=O)CSc2nnc(-c3cccc(Cl)c3)o2)c(=O)n(-c2ccccc2)n1C
    10.6	6.1	0.7%	-1.6%
O=C1CC(c2ccccc2)c2c(O)cc(O)cc2O1 (configuration not stated)
    -6.0	4.8	3.2%	-7.2%
CCOC(=O)Nc1nc2ccccc2s1
    0.5	-14.6	-1.8%	5.0%
Cc1ccccc1NC(=O)/C(=C\c1cccs1)NC(=O)c1ccccc1
    -17.6	49.4	-3.5%	0.0%
COC(=O)/C(=C/c1cn(C)c2ccccc12)[N+](=O)[O-]
    -0.8	?	-24.0%	9.3%
CCOC(=O)Cc1c(C)c2ccc(N(CC)CC)cc2oc1=O
    -22.8	-27.0	-1.1%	5.0%
COC(=O)[C@@]1(Cc2ccc(OC)cc2)[C@H]2c3cc(C(=O)N4CCCC4)n(Cc4cc(F)c(F)c(F)c4)c3C[C@H]2CN1C(=O)c1ccccc1
    .	.	2.2%	-6.6%
Cc1cc(C2(c3ccc(O)c(C)c3)C(=O)Nc3ccccc32)ccc1O
    -0.7	-8.0	-1.6%	-18.0%

2 entries from above, bar-delimited.
Compound | IMPase cell inh | PNC assembly inh | 15-hLO-2 inh | ALOX12 inhib
Cc1nn(Cc2ccccc2Cl)c(C)c1C(=O)NCc1ccco1 | 8.2 | 28.0 | 3.7% | -1.3%
S=C(CSc1ccccc1)Nc1cccc2ccccc12 | . | . | -15.1%[11.4 µM] | -9.2%[11.4 µM]

The listing continues:
Below each SMILES – IMPase cell inh	PNC assembly inh	15-hLO-2 inh	ALOX12 inhib
O=C(Nc1ccccn1)c1ccc(=O)[nH]n1
    3.1	-8.2	-2.6%	-3.1%
CC1=NN(Cc2ccccc2)C(=O)C1C(c1ccc(Cl)cc1)C(C#N)C#N (configuration not stated)
    .	-14.4	.	-4.3%
COc1ccc(CC(=O)Nc2c3c(nn2-c2cccc(C)c2C)CS(=O)C3)cc1OC (configuration not stated)
    -7.1	-16.5	-3.2%	-1.3%
Cn1c(=O)c2c(nc(SCCN3CCOCC3)n2Cc2ccccc2Cl)n(C)c1=O
    -5.2	-10.5	.	0.2%
O=C(c1c(F)cccc1F)N1CCN(c2cccc(C(F)(F)F)c2)CC1
    10.9	?	-5.9%	-15.8%
COc1ccc(-c2nnc3ccc(SCC(=O)NCc4ccco4)nn23)cc1
    -2.6	-14.4	4.3%	-7.7%
Nc1nc(-c2ccccc2)c(N=Nc2cccc3ccccc23)s1
    .	32.7	.	-6.2%
Cn1c(CS(=O)Cc2c(Cl)cccc2Cl)nnc1SCc1ccc(Cl)cc1 (configuration not stated)
    -4.7[1.84 µM]	-27.6	-5.7%[11.4 µM]	-5.0%
COCC(C)OC(=O)C(C#N)c1nc2ccccc2nc1N1CCN(Cc2ccccc2)CC1 (configuration not stated)
    1.3	7.7	15.1%	-14.7%
COc1ccc(NC(=O)COC(=O)CCCOc2ccc(Cl)cc2Cl)cc1Cl
    .	26.3	.	-2.8%
O=C1NCC2=C1C(c1ccc(Br)cc1)Nc1ccccc1N2 (configuration not stated)
    3.8	-8.4	-19.0%	-4.1%
COc1cccc(NC(=S)NCCN2CCOCC2)c1
    .	-91.4*	.	4.2%
CCCN(CCC)S(=O)(=O)c1ccc(C(=O)Nc2cc3oc4ccccc4c3cc2OC)cc1
    .	4.2	.	2.2%
CC(=O)Nc1cccc(OCC(=O)NS(=O)(=O)c2ccc(Cl)cc2)c1
    24.3	-12.2	-0.9%	0.6%
Cc1ccc(NC2(C#N)C(=O)Nc3ccccc32)cc1 (configuration not stated)
    -11.1	7.1	-9.6%	1.2%
O=C(Cn1c(/C=C/c2ccccc2)nc2ccccc21)Nc1ccc(F)cc1
    5.4	-11.9	.	-0.5%
O=C(CSc1nnc2scc(-c3ccc(Cl)cc3)n12)NCc1ccc2c(c1)OCO2
    11.1	-85.5*	-6.6%	-3.3%
O=C(c1cc(C(F)(F)F)cc(C(F)(F)F)c1)N1CCC2(CC1)CN(Cc1ccncc1)C2
    .	.	29.1%	0.8%
COC(=O)c1ccc(Oc2nc(NC(C)C)nc(SC)n2)cc1
    16.9	?	-0.9%	-1.8%
C/C(=N\S(=O)(=O)c1ccc(C)cc1)N1CCN(S(=O)(=O)c2ccccc2)C1
    ?	1.1	-0.3%	-11.2%
N#CCSc1nnc(COc2ccc3ccccc3c2)o1
    -12.7	-19.1	-3.0%	-23.4%
CCc1ccc(-n2c(SCc3c(C)noc3C)nnc2-c2ccncc2)cc1
    ?	-17.4	4.6%	-1.0%
CNC(=O)CN1C(=O)CSc2nc(C)cc(C)c21
    4.5	-21.0	.	5.7%
CCc1cccc(OCCCCNCCO)c1
    -2.6	-1.9	4.0%	9.1%

Not all compounds are listed, so the mix of outcomes need not match the whole.
